Screening data deposited in PubChem by National Center for Advancing Translational Sciences (NCATS).
Tb PGK inh: qHTS Assay to Find Inhibitors of Phosphoglycerate Kinase | Potency, µM (titrated, usually from 57.5 µM), without a hit: top-dose activity change, negative = inhibition, hits mostly inhibitors | PGK/GAPDH coupled, Kinase-Glo luminescence, 60 min | AID 602233, 2012 | actives 0.043% (n = 380,000) | Phosphoglycerate kinase, glycosomal (Trypanosoma brucei brucei), P07378; further: potency means the concentration at half of the fitted maximal effect; on the % scale 0 is the no-effect control and ±100 the full control effect; nearly all actives have a fitted effect of over 60% in size
Target sequence (P07378 whole entry, looked up): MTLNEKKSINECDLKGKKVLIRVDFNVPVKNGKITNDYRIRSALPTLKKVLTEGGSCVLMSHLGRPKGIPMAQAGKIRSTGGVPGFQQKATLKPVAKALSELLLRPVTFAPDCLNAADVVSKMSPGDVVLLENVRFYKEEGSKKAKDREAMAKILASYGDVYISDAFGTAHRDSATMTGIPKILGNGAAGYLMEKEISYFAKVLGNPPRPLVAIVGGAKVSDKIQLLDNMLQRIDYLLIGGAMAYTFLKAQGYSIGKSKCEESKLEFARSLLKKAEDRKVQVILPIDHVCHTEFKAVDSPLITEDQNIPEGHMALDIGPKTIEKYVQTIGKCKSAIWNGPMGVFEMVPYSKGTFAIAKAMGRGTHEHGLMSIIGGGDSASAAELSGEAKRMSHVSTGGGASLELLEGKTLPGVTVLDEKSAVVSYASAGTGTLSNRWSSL
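Luminescent ATP detection (Kinase-Glo Plus) follows a 60-minute room-temperature incubation, with wells lacking PGK as controls. Buffer: 100 mM TEA (pH 7.6), 5 mM MgCl2, 0.01% Tween-20. Coupling enzyme GAPDH (100 nM final) supplies unstable 1,3-BPG in-well.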
PI4K2A inh: qHTS for small molecular inhibitors of PI4K2A | Phosphatidylinositol 4-kinase type 2-alpha (Homo sapiens), Q9BTU6 | purified PI4K2A, ADP-Glo luminescence, 1 h; hits give low values | activity change, negative = inhibition, % at 76.9 µM | actives 0.13% (n = 420,000) | AID 1346378, 2018; in the data active means activity change below about -50%; inconclusive means mostly about -30% to -49%;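 further: -100% = wells without enzyme as full effect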
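ADP-Glo luminescence measured ADP generated by PI4K2A enzyme (4 ug/mL before mixing) with 1.2 mM PI substrate (pre-mix) and 300 microM ATP (pre-mix). Tris pH7.5 buffer with MgCl2, Triton X-100; 1 h reaction at ambient temperature.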
USP1-UAF1 inh: Inhibitors of USP1/UAF1: Primary Screen; actives 0.23% (n = 390,000); Ubiquitin carboxyl-terminal hydrolase 1 (Homo sapiens), O94782; Potency, µM (top dose mostly 57.1 µM), for the others: at the highest dose activity change, negative = inhibition, hits mostly inhibitors; AID 743255, 2014; recombinant USP1/UAF1, Ub-Rhodamine cleavage fluorescence; further: potency means the concentration at half of the fitted maximal effect; on the % scale 0 is the no-effect control and ±100 the full control effect; nearly all actives have a fitted effect of over 60% in size; inactives centre near -12
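Step one: compound is pinned into 1nM USP1/UAF1 in HEPES pH 7.8 buffer with TCEP. Step two: 15 min room-temperature incubation. Step three: Ub-Rho (150nM final) starts cleavage, tracked by fluorescence over six one-minute reads.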
TrxR1 inh: qHTS Assay for Inhibitors of Mammalian Selenoprotein Thioredoxin Reductase 1 (TrxR1): qHTS | Thioredoxin reductase 1, cytoplasmic (Rattus norvegicus), O89049 | recombinant rTrxR1, NADPH fluorescence consumption, selenite substrate | Potency, µM (highest dose often 114 µM), for the others: at the top dose activity change, negative = inhibition, usual class: inhibitors | actives 1% (n = 390,000) | AID 588453, 2011; further: potency means the concentration at half of the fitted maximal effect; on the % scale 0 is the no-effect control and ±100 the full control effect; nearly all actives have a fitted effect of over 65% in size
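Rat TrxR1 (90 nM in the dispensed reagent) was pre-reduced with 400 uM NADPH for 5 min at room temperature, then incubated with compound for 15 min. After 400 uM selenite was added, NADPH fluorescence (Ex 340/Em 450 nm) was followed for 8 min.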
mIDH1 inhibitor: qHTS for Inhibitors of mutant isocitrate dehydrogenase 1 (IDH1): qHTS; Potency, µM (series often up to 76.6 µM), for inactives: top-dose activity change, negative = inhibition, usual class: inhibitors; actives 0.093% (n = 390,000); AID 602179, 2012; IDH1-R132H enzyme, NADPH consumption, diaphorase/resazurin fluorescence; Isocitrate dehydrogenase [NADP] cytoplasmic (Homo sapiens), O75874; further: potency means the concentration at half of the fitted maximal effect; on the % scale 0 is the no-effect control and ±100 the full control effect; nearly all actives have a fitted effect of over 65% in size
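IDH1-R132H (0.5 ug/mL dispensed) in pH 7.5 Tris buffer was preincubated 30 min with compound, then given a substrate mix of 0.016 mM NADPH and 2 mM alpha-KG for 80 min at room temperature; remaining NADPH was read by diaphorase/resazurin fluorescence.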
Pin1 inh: qHTS Assay to Find Inhibitors of Pin1; Potency, µM (doses to about 115 µM), without a hit: top-dose activity, negative = inhibition, hits mostly inhibitors; actives 0.009% (n = 390,000); Pin1 FP peptide displacement, HiFluor488, 10 min; Peptidyl-prolyl cis-trans isomerase NIMA-interacting 1 (Homo sapiens), Q13526; active means well fitted inhibition curve with a large enough effect in the polarisation, with a control signal flat, not every such curve was filed as active; inconclusive means small, poorly fitted or top-dose-only effect, or effect the other way, or a change in a side signal; inactive means no such curve, though single readings can be large or run the other way; the % refers to the polarisation; further: potency means the concentration at half of the fitted maximal effect; on the % scale 0 is the no-effect control and ±100 the full control effect
Target sequence (Q13526 whole entry, looked up): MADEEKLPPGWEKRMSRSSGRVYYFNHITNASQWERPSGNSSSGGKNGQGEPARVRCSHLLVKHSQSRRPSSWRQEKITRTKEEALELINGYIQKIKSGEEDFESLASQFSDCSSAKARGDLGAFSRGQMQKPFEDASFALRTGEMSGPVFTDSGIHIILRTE
GLS inhibitor: qHTS for Inhibitors of Glutaminase (GLS); Glutaminase kidney isoform, mitochondrial (Homo sapiens), O94925; GLS enzymatic activity, qHTS titration; Potency, µM (series often up to 45.5 µM), for the others: at the top dose activity change, negative = inhibition, most hits filed as inhibitors; actives 0.21% (n = 410,000); AID 624170, 2012; further: potency means the concentration at half of the fitted maximal effect; on the % scale 0 is the no-effect control and ±100 the full control effect
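Read-out is an Amplex red fluorescence increase coupled through glutamate oxidase and HRP, measured before and after 30 min room-temperature incubation. hKGA is in 45 mM KH2PO4 (pH 8.2) with 0.02% Tween-20; glutamine added as 1mM solution.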
TrxR1 substrate: qHTS Assay for Substrates of Mammalian Selenoprotein Thioredoxin Reductase 1 (TrxR1): qHTS | purified TrxR1 substrate turnover, NADPH consumption readout | Potency, µM (top dose mostly 114 µM), inactives show at the highest dose activity change, negative = substrate turnover | actives 0.01% (n = 390,000); further: potency means the concentration at half of the fitted maximal effect; on the % scale 0 is the no-effect control and ±100 the full control effect; nearly all actives have a fitted effect of over 50% in size
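Rat TrxR1, dispensed at 90 nM, was prereduced with 400 uM NADPH (final) for 5 min at ~22 deg C, then incubated with compound 15 min before 400 uM selenite. A first-read NADPH fluorescence drop versus no-compound background flagged substrates.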
HP1b binding inh: HTS for Inhibitors of HP1-beta Chromodomain Interactions with Methylated Histone Tails; Potency, µM (doses to about 114 µM), for inactives: at the top dose activity change, negative = inhibition, usual class: inhibitors; actives 0.56% (n = 390,000); AID 540317, 2011; AlphaScreen HP1-beta / biotin-H3K9me3 peptide binding; Chromobox protein homolog 1 (Homo sapiens), P83916; further: potency means the concentration at half of the fitted maximal effect; nearly all actives have a fitted effect of over 70% in size; inactives centre near 23
Target sequence (P83916 whole entry, looked up): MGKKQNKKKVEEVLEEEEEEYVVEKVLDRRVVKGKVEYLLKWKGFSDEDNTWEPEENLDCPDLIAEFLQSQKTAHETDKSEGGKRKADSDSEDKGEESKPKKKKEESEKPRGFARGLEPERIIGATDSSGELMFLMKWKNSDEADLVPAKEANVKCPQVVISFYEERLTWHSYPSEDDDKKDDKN
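Compound inhibition of the preformed complex between 50 nM HP1-beta and 50 nM biotinylated H3K9me3 peptide was read by AlphaScreen. Buffer was PBS pH 7.4 with 0.01% Tween-20. Incubations ran 30 min at room temperature, with 10 ug/mL donor/acceptor beads.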
Starred values were filed as active, the others as inactive; i = inactive; ? = inconclusive; . = no result given; & = joins results of further samples; [ ] = dose if it differs, or a comment. Unless noted, the call rests on the fitted dose curve; in most records, active means well fitted curve in the direction sought with a large enough effect; inconclusive means small, poorly fitted or top-dose-only effect, or another doubt; inactive means no such curve, though single readings can be large; an effect the other way counts as inactive or inconclusive. These rows are one share of the data; the hit share may differ from the screen's.

SMILES	Tb PGK inh	PI4K2A inh	USP1-UAF1 inh	TrxR1 inh	mIDH1 inhibitor	Pin1 inh	GLS inhibitor	TrxR1 substrate	HP1b binding inh
CC(C)Cc1ccc(CN2CCCC(NC(=O)c3nn(C)c(=O)c4ccccc34)C2)cc1 (centres undefined)	-4%	0	-23%	24%	2%	6%	4%	-8%	15%
CCOC(=O)c1cnc(-c2cccc(OC)c2)[nH]c1=O	-1%	-2	0%	-3%	38%[activator]	?	16%	-6%	14%
CN(C)CCCN1C(=O)C2CCc3[nH]c4ccccc4c3C2C1=O (centres undefined)	-8%	-1	-4%	31%[57.1 µM]	4%	-1%	-13%	4%	7%
NS(=O)(=O)c1ccc(CCNC(=O)[C@@H]2CCCN2S(=O)(=O)c2ccccc2F)cc1	3%	4	1%	-3%	9%	-1%	2%	-1%	21%
CC(C)C(=O)Nc1cc(C(F)(F)F)ccc1N1CCOCC1	-5%	1	-23%	9%	2%	5%	4%	6%	13%
COC(=O)c1ccc(S(=O)(=O)N2CCCN(Cc3ccc(F)cc3)CC2)n1C	0%	-2	-14%	18%	2%	0%	5%	7%	27%
Cc1ccccc1-c1nc(CS(=O)(=O)CC(=O)N2CCN(C)CC2)c(C)o1	-4%	4	-17%	23%	5%	0%	5%	4%	26%
CCc1ccccc1NC(=O)COc1ccc2c(=O)c(Oc3cc(C)ccc3C)coc2c1	-6%	-6	-13%	6%	0%	8%	1%	-3%	24%
COc1ccc(NC(=O)CC2SC(N3CCOCC3)=NC2=O)cc1OC (centres undefined)	-5%	2	-10%	7%	8%	-3%	2%	5%	33%
C=CCn1c(SCC(=O)c2c(N)n(C3CC3)c(=O)[nH]c2=O)nnc1-c1ccc(OC)cc1	-4%	-9	-7%	8%	-2%	-13%	-3%	-5%[57.1 µM]	1%
Cc1c(NC(=O)c2cc3c(s2)CCCC3)c(=O)n(-c2ccccc2)n1C	-7%	-1	-31%	8%	-6%	0%	2%	6%	23%
Cc1ccc(-c2nnn(C(C)C(=O)N3c4ccccc4CCc4ccccc43)n2)cc1 (centres undefined)	0%	-5	-15%	30%[57.1 µM]	7%	-2%	-31%	-10%	20%
CCOc1c(O)ccc(C2NC(=O)N(C)C(C)=C2C(=O)OC)c1[N+](=O)[O-] (centres undefined)	i	1	-4%	10%	5%	-11%	4%	-8%	20%
CC1c2ccsc2CCN1S(=O)(=O)c1ccccc1 (centres undefined)	-8%	5	-4%	17%	3%	5%	-9%	6%[11.4 µM]	75%[activator]
CCC(=O)N(c1nnc(SCC(=O)Nc2sccc2C(N)=O)s1)C1CC1	5%	16	1%	.	-1%	.	-9%	.	.
Cc1cc(S(=O)(=O)ON2C(=O)c3ccccc3C2=O)ccc1F	i	5	-14%	?	-1%	-7%	26%	25%	?
C[C@H]1CN([C@@H](C)CO)C(=O)Cc2cc(NS(=O)(=O)c3ccc(Cl)cc3)ccc2O[C@@H]1CN(C)C(=O)Nc1cccc2ccccc12	1%	0	-8%	8%	-5%	4%	16%	4%	11%
COc1ccc(-c2nc(CCNC(=O)Cc3ccc(F)cc3)cs2)cc1	-5%	-5	-11%	5%[57.1 µM]	0%	0%	-7%	1%[57.1 µM]	26%[57 µM]
Cc1ccc(C(=O)C=Cc2ccc3c(c2)OCO3)c(C)c1	-7%	-19	-22%	.	0%	.	0%	.	.
c1ccc(C(=NNc2nc3ccccc3s2)c2ccccn2)cc1	-6%	5	-17%	4%[11.4 µM]	-2%	?	6%	1%[11.4 µM]	?
CCCN(CC(=O)Nc1ccccc1C)CC(=O)Nc1ccc(Br)cc1F	-5%	0	-17%	7%	3%	-4%	0%	-3%	53%[activator]
O=C(NCCc1ccccc1C(F)(F)F)C1CCC(=O)N(CCCN2CCCC2=O)C1 (centres undefined)	8%	-5	-2%	7%	-2%	1%	2%	-2%	28%
CCOc1ccccc1O[C@H](c1ccccc1)[C@H]1CNCCO1	0%	-1&-3	17%	5%	-2%	-7%	6%	-3%	23%
Cc1c(NC(=S)Nc2ccccc2C(F)(F)F)cccc1[N+](=O)[O-]	15%	3	?	?	16%	0%	0%	4%[57.1 µM]	1%
Cc1ccc(-c2nc(CS(=O)(=O)CC(=O)NC3CCC(C)CC3)c(C)o2)cc1 (centres undefined)	i	6	-12%	7%	-4%	-2%	5%	-4%	7%[57 µM]
CC(OC(=O)c1ccc(Cl)c(S(=O)(=O)N2CCOCC2)c1)C(=O)NC1CCCCC1C (centres undefined)	2%	-3	5%	-8%	-3%	9%	10%	-8%	31%
CC(=O)Nc1ccc(N2CCC(C)CC2)c([N+](=O)[O-])c1	-10%	-3	-25%	-3%	8%	6%	-5%	-9%	-18%
CCN(CC(=O)N1CCOCC1)S(=O)(=O)c1ccc2ccccc2c1	-4%	8	-13%	-2%	7%	-1%	-1%	-3%	33%
CCOC(=O)c1cc2sccc2n1CC(=O)N1CCc2ccccc21	-2%	10	-21%	9%[57.1 µM]	-5%	8%	-2%	3%[57.1 µM]	31%
CCOc1ccc(N2C(=O)Nc3ccc(Br)cc3C2(O)C(=O)NC(C)C)cc1 (centres undefined)	5%	0	-14%	1%	0%	-6%	1%	3%[57.1 µM]	21%
COc1ccc(C)cc1S(=O)(=O)Nc1cc2c3c(c1)CC(=O)N3CCC2	2%	1	-14%	16%[57.1 µM]	4%	4%	-20%	8%[57.1 µM]	28%
CC(OC(=O)c1cccnc1SCc1cc(=O)n2ccccc2n1)c1ccccn1 (centres undefined)	-2%	7	-10%	15%[57.1 µM]	5%	-4%	3%	17%[57.1 µM]	19%
COc1cccc(/C=C/C(=O)c2ccc(C)c([N+](=O)[O-])c2)c1	5%	-6	-22%	-19%	1%	-1%	-5%	2%[57.1 µM]	1%
Cc1ccc(-c2sc(C)nc2CC(=O)O)cc1	-2%	-5	3%	2%[57.1 µM]	0%	-1%	6%	5%[57.1 µM]	30%
O=C1C(=O)N(CC(=O)N2CCCC2)c2ccccc21	-1%	-2	-9%	19%[57.1 µM]	1%	4%	2%	9%[57.1 µM]	41%[activator]
CCn1c(=O)c(=O)n(CC)c2cc(S(=O)(=O)Nc3cc(C)ccc3C)ccc21	-4%	-7	-9%	41%[activator]	4%	-1%	11%	14%	9%
O=C(c1cc(Cl)ccc1O)N1CCN(S(=O)(=O)c2cccs2)CC1	-2%	1	-20%	-1%	10%	-1%	-8%	0%	19%
Cc1onc(-c2c(F)cccc2Cl)c1C(=O)c1ccccc1	-1%	5	-18%	8%[57.1 µM]	4%	4%	2%	1%[57.1 µM]	65%[activator]
O=C(CN(C(=O)CCC(=O)Nc1nccs1)c1ccccc1F)NCCc1ccccc1	i	0	-9%	-10%[57.1 µM]	-1%	-5%	0%	-6%[57.1 µM]	-11%

Gathered by group, the compounds so far containing an aryl methoxy group.
SMILES	Tb PGK inh	PI4K2A inh	USP1-UAF1 inh	TrxR1 inh	mIDH1 inhibitor	Pin1 inh	GLS inhibitor	TrxR1 substrate	HP1b binding inh
CCOC(=O)c1cnc(-c2cccc(OC)c2)[nH]c1=O	-1%	-2	0%	-3%	38%[activator]	?	16%	-6%	14%
COc1ccc(NC(=O)CC2SC(N3CCOCC3)=NC2=O)cc1OC (centres undefined)	-5%	2	-10%	7%	8%	-3%	2%	5%	33%
C=CCn1c(SCC(=O)c2c(N)n(C3CC3)c(=O)[nH]c2=O)nnc1-c1ccc(OC)cc1	-4%	-9	-7%	8%	-2%	-13%	-3%	-5%[57.1 µM]	1%
COc1ccc(-c2nc(CCNC(=O)Cc3ccc(F)cc3)cs2)cc1	-5%	-5	-11%	5%[57.1 µM]	0%	0%	-7%	1%[57.1 µM]	26%[57 µM]
COc1ccc(C)cc1S(=O)(=O)Nc1cc2c3c(c1)CC(=O)N3CCC2	2%	1	-14%	16%[57.1 µM]	4%	4%	-20%	8%[57.1 µM]	28%
COc1cccc(/C=C/C(=O)c2ccc(C)c([N+](=O)[O-])c2)c1	5%	-6	-22%	-19%	1%	-1%	-5%	2%[57.1 µM]	1%
